# Source: PubChem
# GLP-1R inv ag = qHTS of GLP-1 Receptor Inverse Agonists (Inhibition Mode); Potency, µM (series often up to 38.3 µM), for the others: at the highest dose activity change, negative = inhibition, most hits filed as inhibitors; 410,000 compounds, 1.6% hits; HEK293 GLP-1R CRE-luciferase, luminescence, 24 h; GLP-1R form is constitutively active; AID 624417, 2012; Glucagon-like peptide 1 receptor (Homo sapiens), P43220; further: potency means the concentration at half of the fitted maximal effect; on the % scale 0 is the no-effect control and ±100 the full control effect; nearly all actives have a fitted effect of over 55% in size
#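 Cells are plated, allowed 12 hours at 37 deg C, then treated with compounds for 24 hr before luciferase detection reagent is added and luminescence is read after 12 min at room temperature. The HEK293 line carries constitutively active GLP-1R with a cAMP-responsive reporter.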
# WRN helicase inh = qHTS for Inhibitors of WRN Helicase | Potency, µM (doses to about 114 µM), without a hit: at the highest dose activity change, negative = inhibition, most hits filed as inhibitors | 360,000 compounds, 0.46% hits | WRN helicase unwinding, fluorescent forked duplex, kinetic; further: potency means the concentration at half of the fitted maximal effect; on the % scale 0 is the no-effect control and ±100 the full control effect; nearly all actives have a fitted effect of over 55% in size
#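 Enzyme (20 nM final) and test compound sit together 15 min at room temperature before substrate addition. Substrate is a single-forked duplex oligonucleotide (100 nM) labelled with fluorophore and quencher, with 2 mM ATP; helicase unwinding raises red fluorescence, read kinetically.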
# HEK293 tox = qHTS of GLP-1 Receptor Inverse Agonists: Cytotox Screen. 410,000 compounds, 0.13% hits. Potency, µM (top dose mostly 38.3 µM), for the others: at the highest dose activity change, negative = inhibition, usual class: inhibitors. AID 624418, 2012. HEK293 cAMP-luciferase reporter cells, luminescence, 24 h;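 further: loss of luciferase light is scored as toxicity; potency means the concentration at half of the fitted maximal effect; on the % scale 0 is the no-effect control and ±100 the full control effect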
#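 MLSMR compounds, 24 hr on cells at 37 deg C/5% CO2; luminescence after luciferase reagent (12 min RT). Inhibition counted as the undesired cytotoxic outcome.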
# DRD3 agonist = qHTS of D3 Dopamine Receptor Agonist: qHTS. D(3) dopamine receptor (Homo sapiens), P35462. D3R DiscoveRx beta-arrestin cells, luminescence, 90 min. max activation, %. 410,000 compounds, 0.58% hits; in the data active means max activation above about 30%; further: 0% is about no effect; mostly tested at two doses, the higher about 12 µM
# Target sequence (P35462 whole entry, looked up): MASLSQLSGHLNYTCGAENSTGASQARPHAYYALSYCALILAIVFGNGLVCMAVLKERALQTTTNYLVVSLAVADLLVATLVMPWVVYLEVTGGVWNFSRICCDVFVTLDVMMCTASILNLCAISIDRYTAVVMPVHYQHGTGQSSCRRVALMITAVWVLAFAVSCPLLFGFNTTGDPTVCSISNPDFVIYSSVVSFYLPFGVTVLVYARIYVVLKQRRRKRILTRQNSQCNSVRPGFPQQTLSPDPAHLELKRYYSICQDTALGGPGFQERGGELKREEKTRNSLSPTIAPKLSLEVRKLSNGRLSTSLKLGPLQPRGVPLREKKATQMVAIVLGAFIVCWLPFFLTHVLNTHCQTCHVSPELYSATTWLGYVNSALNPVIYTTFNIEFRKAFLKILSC
#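 Agonist mode: compounds and dopamine controls were applied to plated cells for 90 min at 37 degrees C after an overnight attachment at 1500 cells/well. Luminescent read-out followed 30 - 60 minutes at room temperature with DiscoveRx detection reagent.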
# GLP1R ag = qHTS of GLP-1 Receptor Agonists; AID 624172, 2012; HEK293 GLP-1R CRE-luciferase, luminescence, 4-6 h; cells express a hypersensitive GLP-1R form; Glucagon-like peptide 1 receptor (Homo sapiens), P43220; 380,000 compounds, 0.007% hits; Potency, µM (titrated, usually from 45.6 µM), for inactives: top-dose activation, most hits filed as activators; further: potency means the concentration at half of the fitted maximal effect; % of control where 0% means no effect
# PI5P4Ka inh = qHTS for Inhibitors of phosphatidylinositol 5-phosphate 4-kinase (PI5P4K); Phosphatidylinositol 5-phosphate 4-kinase type-2 alpha (Homo sapiens), P48426; PI5P4Kalpha enzyme, ADP-Glo luminescence, 60 min; active compounds read low; max response, %; 330,000 compounds, 1.2% hits; AID 652105, 2013; active means max response of -50% or lower; inconclusive means between -30% and -50%; inactive means -30% or higher; further: value at the top dose of about 77 µM; on the % scale 0 is the no-effect control and ±100 the full control effect
#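 PI5P4Kalpha ADP-Glo assay; 5 microM ATP final; 60 min RT reaction; HEPES pH 7.4/EGTA/CHAPS, 5% DMSO; controls lacking substrate or enzyme; luminescent end-point.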
# DRD3 antagonist = qHTS of D3 Dopamine Receptor Antagonist: qHTS | AID 652054, 2013 | max response, negative = inhibition, % | D3R cells, DiscoveRx beta-arrestin luminescence, antagonist mode; active compounds read low | 360,000 compounds, 2.5% hits; in the data active means max response below about -50%; inconclusive means no clear call, values can overlap the other calls; further: on the % scale 0 is the no-effect control and ±100 the full control effect; mostly tested at two doses, the higher about 12 µM
#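 Cells plated overnight at 1500 cells/well, then exposed to library compounds with dopamine controls for 90 minutes at 37 degrees C. DiscoveRx reagent added for 30–60 minutes at room temperature; luminescence read, quantitative HTS format.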
# IL-2 act = qHTS of IL-2 Activators; IL-2 activation reporter assay, cell-based qHTS; stimulated with anti-CD3/CD4/CD28 beads; in transgenic mouse T cells; activation, % (series mostly up to about 46 µM); 360,000 compounds, 0.065% hits; AID 652025, 2013; in the data active means activation above about 50%; inconclusive means mostly about 30% to 49%; further: 0% is about no effect
#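 Readout is EGFP and DsRed signal by fluorescent plate cytometry after 18 h at 37 degrees C. Transgenic mouse T cells (750/well) received compound for 60 min before bead stimulation (anti-CD3, anti-CD4, anti-CD28); memory T cells served as non-tolerant control.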
# PLK1 PBD inh = qHTS for Inhibitors of PLK1-PDB (polo-like kinase 1 - polo-box domain): Primary Screen | 360,000 compounds, 2.8% hits | Potency, µM, for inactives: max response, negative = inhibition, usual class: inhibitors | Plk1 PBD binding of FITC phosphopeptide, fluorescence polarization | Serine/threonine-protein kinase PLK1 (Homo sapiens), P53350 | AID 720504, 2013; further: potency means the concentration at half of the fitted maximal effect; series mostly up to about 57 µM; on the % scale 0 is the no-effect control and ±100 the full control effect; nearly all actives have a fitted effect of over 65% in size
# Target sequence (P53350 whole entry, looked up, the tested form may be a part): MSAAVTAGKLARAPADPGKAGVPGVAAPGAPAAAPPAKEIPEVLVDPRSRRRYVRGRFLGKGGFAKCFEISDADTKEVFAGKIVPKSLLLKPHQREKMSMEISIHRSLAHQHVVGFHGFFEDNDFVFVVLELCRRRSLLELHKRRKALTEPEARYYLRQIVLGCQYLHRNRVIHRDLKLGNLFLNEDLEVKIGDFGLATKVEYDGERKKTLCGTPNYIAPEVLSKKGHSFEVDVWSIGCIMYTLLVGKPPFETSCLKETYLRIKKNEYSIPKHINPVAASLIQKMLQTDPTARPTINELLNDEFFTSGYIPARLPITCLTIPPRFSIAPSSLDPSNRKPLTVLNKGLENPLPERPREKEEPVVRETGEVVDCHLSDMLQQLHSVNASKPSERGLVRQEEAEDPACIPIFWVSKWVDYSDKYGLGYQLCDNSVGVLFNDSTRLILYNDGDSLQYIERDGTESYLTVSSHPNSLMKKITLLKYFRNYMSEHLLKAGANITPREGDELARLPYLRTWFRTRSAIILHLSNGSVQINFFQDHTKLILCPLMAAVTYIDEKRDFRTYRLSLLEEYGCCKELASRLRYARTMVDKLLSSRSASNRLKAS
# * marks the source's active call; other numbers are inactive results; ? = inconclusive; nt = no result given; [ ] = dose if it differs, or a comment. Unless noted, the call rests on the fitted dose curve; in most records, active means well fitted curve in the direction sought with a large enough effect; inconclusive means small, poorly fitted or top-dose-only effect, or another doubt; inactive means no such curve, though single readings can be large; an effect the other way counts as inactive or inconclusive.
# Start of the listing, in advance:
1: Cc1ccc(N=Nc2ccc(O)c3ncccc23)cc1
2: COc1cc([N+](=O)[O-])cc(/C=N/NC(=O)CSc2ccccn2)c1O
Compound	1	2
GLP-1R inv ag	3%	-21%
WRN helicase inh	-8%	-8%
HEK293 tox	?	-21%
DRD3 agonist	-13	-16
GLP1R ag	-6%	-3%
PI5P4Ka inh	-10	-24
DRD3 antagonist	-118*	-52*
IL-2 act	5.2	-0.9
PLK1 PBD inh	2%	-3%

# All compounds of this part, previewed entries included:
1: Cc1ccc(N=Nc2ccc(O)c3ncccc23)cc1
2: COc1cc([N+](=O)[O-])cc(/C=N/NC(=O)CSc2ccccn2)c1O
3: C[C@@H]1CN([C@H](C)CO)C(=O)CCCn2cc(nn2)CO[C@H]1CN(C)C(=O)c1ccc2ccn(C)c2c1
4: NC(=O)Cn1c(=O)n(Cc2ccco2)c(=O)c2c3c(sc21)CCCCC3
5: OC1(c2ccc3c(c2)OCO3)CCN(Cc2ccccn2)CC1
6: CN1CCN(C2CCCCC2NS(=O)(=O)c2ccccc2)CC1 (stereo unspecified)
7: O=C(Nc1cccc(S(=O)(=O)NC2=NCCCCC2)c1)c1cc(-c2ccccc2Cl)nc2ccccc12
8: O=C(CSc1ccccc1)NCCCN1CCOCC1
Compound	1	2	3	4	5	6	7	8
GLP-1R inv ag	3%	-21%	34%	0%	-17%	-6%	1%	17%
WRN helicase inh	-8%	-8%	-4%	?	-6%	4%	-12%	2%
HEK293 tox	?	-21%	2%	-11%	-6%	-1%	-16%	18%
DRD3 agonist	-13	-16	5	4	-37	-6	5	0
GLP1R ag	-6%	-3%	8%	18%	0%	-1%	?	-15%
PI5P4Ka inh	-10	-24	7	nt	nt	-6	2	0
DRD3 antagonist	-118*	-52*	12	-12	?	-6	14	-13
IL-2 act	5.2	-0.9	-0.5	-2.4	0.5	-2.0	-0.5	-0.6
PLK1 PBD inh	2%	-3%	-8%	?	-8%	-13%	1%	-19%

9: Cc1ccc(S(=O)(=O)Nc2ccc3[nH]c(=O)[nH]c3c2)c(C)c1
10: CCn1c(Cc2ccccc2)nnc1SCC(=O)Nc1nc(C)c(C)s1
11: O=C(Nc1nccs1)C1(S(=O)(=O)c2ccc(Cl)cc2)CC1
12: O=C(OCC(=O)N1CCCC1)c1c(Cl)cccc1Cl
13: CC(C)(O)C#Cc1ccc(CN2CCCC(CNC(=O)c3ccco3)C2)cc1 (stereo unspecified)
14: CCOc1ccc(NC(=O)Nc2cc(OCC(F)(F)F)cc(OCC(F)(F)F)c2)cc1
15: Cc1cc(C)cc(NC(=O)CSc2nccn2-c2ccccc2)c1
16: CCOC(=O)C1CCCN(C(=O)c2cccc(Cl)c2)CC1 (stereo unspecified)
Compound	9	10	11	12	13	14	15	16
GLP-1R inv ag	1%[7.66 µM]	2%	7%	6%	-10%	?	-29%	7%
WRN helicase inh	-17%	5%	-3%	12%	-23%	-1%	nt	-9%
HEK293 tox	21%[7.66 µM]	-2%	9%	-3%	6%	-14%	-1%	7%
DRD3 agonist	4	-4	-19	2	-9	4	-3	-4
GLP1R ag	6%	-10%	-12%	1%	-8%	1%	-2%	12%
PI5P4Ka inh	1	nt	nt	-7	-6	-5	nt	1
DRD3 antagonist	2	10	-14	-13	3	0	nt	-6
IL-2 act	2.3	0.1	-2.8	0.3	-0.1	-0.1	nt	2.1
PLK1 PBD inh	-5%	-5%	-9%	-4%	-17%	-15%	nt	-11%

17: CCn1cc(C(=O)Nc2ccc(OC)c(S(=O)(=O)N3CCCCC3)c2)c(=O)c2ccc(C)nc21
18: COc1ccc(OC)c(Nc2cc(C(=O)NCc3ccccc3)c3ccccc3n2)c1
19: CC(C)NC(=O)CSc1ncccc1-c1nc2ccccc2[nH]1
20: Cc1ccc(OCCn2c(C)c(/C=N/n3cnnc3)c3ccccc32)cc1
21: CC(C)c1ccc(NC(=O)C2(C)Cc3c(-c4cccc(C(N)=O)c4)ccnc3O2)cc1 (stereo unspecified)
22: CCOc1ccc(NC(=O)c2c(C)nn(-c3ccc(F)cc3)c2-n2cccc2)cc1
23: N[C@@H](Cc1ccccc1)C(=O)N1CCC(C(=O)N[C@@H](Cc2c[nH]c3ccccc23)C(=O)O)CC1
24: COc1ccc(OCC(=O)N/N=C/C(C)=C/c2ccco2)c(Br)c1
Compound	17	18	19	20	21	22	23	24
GLP-1R inv ag	9%	-17%	0%	-6%	-27%	-1%	9%	-36%
WRN helicase inh	0%	nt	11%	-10%	-10%	nt	4%	2%
HEK293 tox	14%	91%[activator]	1%	-13%	-11%	-8%	-20%	?
DRD3 agonist	-17	-16	-3	0	4	4	11	15
GLP1R ag	0%	-2%	2%	4%	2%	-6%	0%	7%
PI5P4Ka inh	-1	nt	-6	1	3	nt	-3	-19
DRD3 antagonist	-8	nt	7	0	-23	nt	68	4
IL-2 act	-2.8	nt	1.4	-0.3	-0.1	nt	0.2	-2.9
PLK1 PBD inh	-8%	nt	-1%	1%	-13%	nt	-18%	1%

25: O=C(Cn1nnc2ccccc21)OCc1ccccc1
26: N#C/C(=C\c1ccccn1)c1ccccn1
27: Cn1c(=O)c2c(n(C)c1=O)=NC1(CCCCC1)ON=2
28: CC(Oc1ccccc1)C(=O)N1CCN(S(=O)(=O)c2ccc(OC(F)(F)F)cc2)CC1 (stereo unspecified)
29: Cc1cccc(OCC(=O)NCCNC(=O)c2ccco2)c1
30: C=CCC(NC(=O)N(C)C)(C(C)=O)C(=O)OC (stereo unspecified)
31: O=C(CCCCn1c(=O)c2ccccc2n(Cc2ccccc2F)c1=O)NCc1ccc2c(c1)OCO2
32: CCOC(=O)c1sc(NC(=O)CC(C)c2ccccc2)nc1C (stereo unspecified)
Compound	25	26	27	28	29	30	31	32
GLP-1R inv ag	2%	113%[activator]	1%	-7%	8%	2%	12%	-16%
WRN helicase inh	5%	7%	11%	7%	-5%	-7%	nt	6%
HEK293 tox	4%	?	-14%	-6%	-1%	0%	1%	-14%
DRD3 agonist	3	11	2	-5	4	7	2	-9
GLP1R ag	7%	-1%	-8%	1%	3%	nt	0%	7%
PI5P4Ka inh	-9	1	-3	10	5	4	nt	-3
DRD3 antagonist	-15	?	3	0	1	18	nt	-16
IL-2 act	-0.4	-0.2	-0.4	-3.4	-0.1	0.9	nt	0.5
PLK1 PBD inh	-3%	-6%	-12%	4%	2%	0%	nt	-8%

33: O=C(CN1CCN(S(=O)(=O)/C=C/c2ccccc2)CC1)NC(=O)NCc1ccco1
34: COc1ccc(OC)c(CN2CCN(Cc3cc(OC)c(OC)c(OC)c3)CC2)c1
35: CCOC(=O)C1(CCOc2ccccc2)CCN(Cc2cccn2-c2ncccn2)CC1
36: CCC(=O)Nc1cc(NC(=O)CSc2nnc(C(C)C)n2CC)ccc1C
37: CCOc1ccc(N(CC(=O)NCc2cccnc2)S(=O)(=O)c2ccc(F)cc2)cc1
38: CCOc1c(OC)cc(C2C(C#N)=C(N)Oc3n[nH]c(-c4ccncc4)c32)cc1OC (stereo unspecified)
39: CC(C)(C)n1nc2c(c1NC(=O)c1ccccc1S(=O)(=O)C(F)F)CS(=O)(=O)C2
40: COC(=O)c1sccc1NC(=O)c1ccc(C)s1
Compound	33	34	35	36	37	38	39	40
GLP-1R inv ag	0%	5%	?	8%	9%	0%	23%	54%
WRN helicase inh	?	13%	5%	3%[57.1 µM]	-5%	8%	3%	-5%
HEK293 tox	0%	-1%	-25%	-4%	3%	-6%	-6%	17%
DRD3 agonist	8	-17	-13	-7	3	5	-9	1
GLP1R ag	2%	0%	2%	-8%	2%	2%	0%	-3%
PI5P4Ka inh	nt	0	5	23	-6	-7	-1	-1
DRD3 antagonist	9	-12	4	-2	10	54	?	7
IL-2 act	3.4	0.8	-0.5	-0.2	1.1	0.7	-6.0	0.8
PLK1 PBD inh	-1%	5%	3%	-1%	2%	-7%	-10%	1%

# 2 entries drawn at random from those above:
33: O=C(CN1CCN(S(=O)(=O)/C=C/c2ccccc2)CC1)NC(=O)NCc1ccco1
34: COc1ccc(OC)c(CN2CCN(Cc3cc(OC)c(OC)c(OC)c3)CC2)c1
Compound	33	34
GLP-1R inv ag	0%	5%
WRN helicase inh	?	13%
HEK293 tox	0%	-1%
DRD3 agonist	8	-17
GLP1R ag	2%	0%
PI5P4Ka inh	nt	0
DRD3 antagonist	9	-12
IL-2 act	3.4	0.8
PLK1 PBD inh	-1%	5%

# Next part:
41: Cc1ccc(CNC(=O)C2CCC(=O)N(C3CCCC3)C2)c(F)c1F (stereo unspecified)
42: O=C(NNC(=O)c1ccccc1F)c1ccc2[nH]c(=O)c(=O)[nH]c2c1
43: COc1ccc(CCNC(=O)CCn2c(=O)c3ccccc3n(CC(=O)Nc3cc(Cl)ccc3C)c2=O)cc1OC
44: COc1ccc(C(=O)NCCn2cc(SCC(=O)Nc3cc(C)on3)c3ccccc32)cc1OC
45: CCSc1ccc([C@@H]2[C@@H]3C(=O)N(C)C(=O)[C@@H]3[C@]3(C(=O)OC)CCCCN23)cc1
46: O=C(CN(CC1CCCO1)C(=O)c1nsc(Cl)c1Cl)NC1CCCC1 (stereo unspecified)
Compound	41	42	43	44	45	46
GLP-1R inv ag	-2%	24%	-19%	0%	?	10%
WRN helicase inh	-3%	-4%	nt	-4%	-10%	3%
HEK293 tox	-2%	1%	2%	-3%	12%	5%
DRD3 agonist	1	-1	4	2	2	5
GLP1R ag	3%	0%	0%	5%	-1%	10%
PI5P4Ka inh	7	-14	nt	-2	1	1
DRD3 antagonist	12	0	nt	3	10	-2
IL-2 act	2.1	0.3	nt	0.8	0.3	-0.7
PLK1 PBD inh	2%	0%	nt	-1%	-16%	-14%
